Screening data (PubChem)
CCHFV vOTU inh = CCHFV vOTU protease inhibition; Pep-AMC fluorescence; inhibition, % at 11.5 µM; 0.55% of 370,000 active; further: 0% = vehicle wells with enzyme and 100% = no enzyme wells
DUSP3 inh = DUSP3 (human) phosphatase inhibition; recombinant VHR phosphatase, pNPP absorbance; inhibition, % at 13.3 µM; 0.52% of 290,000 active; in the data active means inhibition above about 50%; further: some compounds called inactive have numbers as strong as hits
Target sequence (P51452 whole entry, looked up): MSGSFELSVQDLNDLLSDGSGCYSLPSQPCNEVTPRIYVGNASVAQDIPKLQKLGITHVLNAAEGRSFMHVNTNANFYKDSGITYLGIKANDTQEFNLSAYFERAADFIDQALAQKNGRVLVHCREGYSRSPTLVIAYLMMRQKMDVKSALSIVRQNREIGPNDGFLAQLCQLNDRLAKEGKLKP
Mtb FBA inh = inhibits M. tuberculosis FBA enzyme | purified M. tuberculosis FBA, fluorescence read-out | inhibition, % at 1 µM | 2.3% of 360,000 active | AID 588726; in the data active means inhibition above about 27%;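 further: 0% = vehicle and 100% = reference inhibitor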
BioA inh = BioA (M. tuberculosis) enzyme inhibition | 0.096% of 360,000 active | inhibition, % at 9.99 µM | purified M. tuberculosis BioA enzyme, plate reader; in the data active means inhibition above about 40%; inconclusive means no clear call, values can overlap the other calls
GDH-TPI inh = GDH-TPI coupled enzyme inhibition counter-screen; GDH-TPI coupled enzyme counterscreen, NADH absorbance; inhibition, % at 4.8 µM; 1.2% of 360,000 active; AID 588335;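 further: 0% = DMSO wells and 100% = wells lacking the enzyme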
UGM FP inh = blocks M. tuberculosis UGM enzyme | P9WIQ1 | purified UGM, fluorescence polarization probe displacement | inhibition, % at 10 µM | 0.06% of 320,000 active | AID 504406; in the data active means inhibition above about 10%, passing the limit was not always enough; inconclusive means no clear call, values can overlap the other calls
Target sequence (P9WIQ1 whole entry, looked up): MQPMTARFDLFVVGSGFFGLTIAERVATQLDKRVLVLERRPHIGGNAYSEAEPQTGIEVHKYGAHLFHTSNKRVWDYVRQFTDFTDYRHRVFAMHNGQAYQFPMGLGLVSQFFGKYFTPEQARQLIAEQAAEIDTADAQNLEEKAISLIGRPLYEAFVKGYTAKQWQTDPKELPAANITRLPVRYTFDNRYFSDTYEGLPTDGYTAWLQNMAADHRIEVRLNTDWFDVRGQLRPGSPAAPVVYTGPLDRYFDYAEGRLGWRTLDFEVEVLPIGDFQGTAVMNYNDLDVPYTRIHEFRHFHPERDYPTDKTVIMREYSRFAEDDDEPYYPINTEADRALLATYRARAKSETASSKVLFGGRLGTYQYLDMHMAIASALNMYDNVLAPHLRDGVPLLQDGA
FadD28 binding = blocks FadD28 binding to the bisubstrate probe; fluorescence polarization; inhibition, % at 12.5 µM; 0.22% of 360,000 active; AID 588549; in the data active means inhibition above about 8.5%, passing the limit was not always enough; inconclusive means no clear call, values can overlap the other calls
Rv3671c protease = inhibitors of M. tuberculosis serine protease Rv3671c. P9WHR9. inhibition, % at 5.96 µM. 0.048% of 320,000 active. AID 2606; in the data active means inhibition above about 38%;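 further: extracellular domain of Rv3671c used as enzyme; 0% = enzyme with DMSO and 100% = no enzyme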
Target sequence (P9WHR9 whole entry, looked up, the tested form may be a part): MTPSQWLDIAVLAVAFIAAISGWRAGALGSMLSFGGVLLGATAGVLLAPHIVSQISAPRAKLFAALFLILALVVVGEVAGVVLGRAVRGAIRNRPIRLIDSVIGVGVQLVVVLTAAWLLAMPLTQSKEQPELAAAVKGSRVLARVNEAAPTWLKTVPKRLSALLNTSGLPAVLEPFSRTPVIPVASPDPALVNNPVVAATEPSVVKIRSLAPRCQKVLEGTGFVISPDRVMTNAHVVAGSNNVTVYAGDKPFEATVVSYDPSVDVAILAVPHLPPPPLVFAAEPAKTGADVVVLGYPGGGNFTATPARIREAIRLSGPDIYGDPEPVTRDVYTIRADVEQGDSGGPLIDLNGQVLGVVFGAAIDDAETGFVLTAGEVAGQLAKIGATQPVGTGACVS
BoNT-F LC inh = BoNT F light chain protease inhibition; Multiplex microsphere protease cleavage assay, flow cytometry; inhibition, % at 10 µM; 0.22% of 360,000 active; AID 588497; in the data active means inhibition above about 35%, passing the limit was not always enough; inconclusive means no clear call, values can overlap the other calls; further: plate controls were buffer without enzyme for full effect and enzyme alone for no effect
MazEF act = MazEF (E. coli) toxin RNase activation; activation, % at 20 µM; FAM/BHQ RNA-DNA oligo cleavage fluorescence, 5 h; AID 504720; P0AE70; 0.32% of 350,000 active; in the data active means activation above about 50%
An asterisk follows results filed as active; u = inconclusive; x = no result given. Unless noted, no stated cut-off is given here; in the data, active means inhibition above about 30%; inactive means the rest.

Every second line gives: BioA inh	MazEF act	FadD28 binding	GDH-TPI inh	UGM FP inh	DUSP3 inh	Rv3671c protease	CCHFV vOTU inh	Mtb FBA inh	BoNT-F LC inh
- O=C(NNC1=NS(=O)(=O)c2ccccc21)c1ccccc1Cl
    -4.1	-2	1.2	15	-1.9	20	-5	9	3	-2
- CC(C)CCNC(=O)c1ccc2c(Cl)c3c(nc2c1)CCC3
    1.1	1	-4.5	4	1.5	-2	3	5	-2	3
- COCCNC(=O)C1c2cc(OC)c(OC)cc2C(=O)N(C)C1c1cccnc1 (stereo not drawn)
    -1.4	3	-1.9	-2	0.8	24	12	18	3	4
- O=C(NCc1ccncc1)c1ccccc1Nc1ccc(SC(F)F)cc1
    -2.4	8	-0.8	8	0.1	-9	1	11	4	-7
- COc1ccccc1NS(=O)(=O)c1cccc(NC(=O)C2CC(=O)N(Cc3ccccc3)C2)c1 (stereo not drawn)
    x	-4	-0.4	-4	1.7	15	-1	-4	1	2
- CC(C)(C)NS(=O)(=O)NC(=O)C1=C(N2CCCC2)COC1=O
    0.4	8	-3.0	-21	-1.1	x	-2	-2	-5	0
- COCCCN1C(=O)C(=O)/C(=C(/O)c2ccc(OC(C)C)c(C)c2)C1c1ccncc1 (stereo not drawn)
    -0.4	0	-0.6	19	-0.8	-6	-15	-6	-3	-3
- O=C(COC(=O)c1ccccc1NCc1ccco1)Nc1ccc2c(c1)OCO2
    0.8	8	1.2	12	1.6	26	-4	-37	45*	3
- COc1cccc(/C=C2\Oc3cc(OCC(=O)N4CCC[C@H]4C(=O)O)ccc3C2=O)c1
    0.5	-12	-4.2	36*	1.8	25	-12	6	1	-10
- CCc1cc(=O)oc2cc(OC(C)C(=O)NCc3ccccn3)ccc12 (stereo not drawn)
    5.1	12	0.1	9	-0.5	25	9	-7	18	-8
- Clc1cccc(-c2nn3c(Cn4cnc5ccccc54)nnc3s2)c1
    x	3	-1.3	3	2.8	17	1	2	2	-2
- Cc1ccc(/C=N/NC(=O)Cc2cccn2C)cc1
    x	-2	-0.4	13	-1.7	10	-9	-11	-1	u
- Cc1cccc(N2CCN(CC(O)COc3ccc4ccccc4c3)CC2)c1 (stereo not drawn)
    -1.5	2	-1.6	2	x	x	x	0	-3	-8
- Cc1ccc(C(=O)OCC(=O)NCCN2C(=O)CSC2=O)cc1[N+](=O)[O-]
    -1.1	4	-2.0	9	0.7	x	6	-26	3	-6
- O=C(Nc1cccc2ccccc12)c1csc([C@@H]2C[C@H](O)[C@@H](CO)O2)n1
    -2.8	x	0.3	17	x	x	x	-1	3	2
- Cc1cccc(S(=O)(=O)c2c(N)n(/N=C/c3cccnc3)c3nc4ccccc4nc23)c1
    0.2	-35	-1.1	3	1.8	17	-4	-9	-2	-2
- CN(C)C(=O)c1cc(C(=O)Cc2ccccc2)c[nH]1
    -0.5	2	x	-3	0.8	38	-11	-11	0	7
- CC(/C=C/c1ccco1)=N/NC(=O)c1ccc(C)nc1
    3.3	8	0.0	29	-0.5	14	2	14	6	x
- CCOc1c(CNc2nnnn2C)cccc1OC
    0.7	2	-1.1	0	2.1	13	-10	-11	-1	0
- CCc1cccc(CC)c1NC(=O)CN1CCc2cc(OC)c(OC)cc2C1
    1.8	x	1.2	-3	3.0	27	-5	x	2	11
- CCc1csc(CCNC(=O)C2CCC(=O)N(CCc3cccc(F)c3)C2)n1 (stereo not drawn)
    -0.4	0	-0.8	-7	3.4	7	x	-7	1	2
- COC(=O)c1ccc(S(=O)(=O)N2CCCCCC2)cc1
    -4.2	1	-3.2	47*	-1.1	-4	4	-12	-5	6
- COCCN(CCOC)C(=O)CC(=O)N(CCOC)CCOC
    -0.5	5	-4.1	-11	-2.1	0	8	2	-1	1
- CC(c1ccccc1)C1C(C#N)=C(N)OC2=C1C(=O)CCC2 (stereo not drawn)
    1.8	1	-1.9	-1	-4.0	37	4	9	-1	2
- O=C(NCCc1ccccc1)C(=O)c1c(-c2ccccc2)cc2ccccn12
    x	-12	-1.3	8	-2.8	18	0	-10	-1	1
- CCn1c(CC(=O)Nc2ccccc2F)nnc1SCC(=O)NC1CCCC1
    0.2	9	-0.6	2	3.3	8	-8	-15	-1	-17
- Cc1ccc(C)n1NC(=O)c1ccc([N+](=O)[O-])cc1
    0.2	2	-1.0	5	0.0	-3	13	-20	0	-3
- Cc1nnc(SCCCOc2ccccc2)nc1C
    -1.0	0	0.5	4	-1.3	x	2	6	-1	-3
- COc1ccc(NC(=O)CN(C)C(=O)c2cc(-c3ccco3)nc3ccccc23)cc1
    0.4	1	-0.7	14	-0.6	x	10	-115	45*	9
- CCS(=O)(=O)N1Cc2ccccc2CC1C(=O)Nc1ccc(C)cc1 (stereo not drawn)
    x	2	-0.9	-4	-1.9	-28	-10	0	-1	-1

Look-ups from the entries so far.
Cc1nnc(SCCCOc2ccccc2)nc1C in UGM FP inh is listed with -1.3
CC(C)(C)NS(=O)(=O)NC(=O)C1=C(N2CCCC2)COC1=O in GDH-TPI inh is listed with -21
COCCCN1C(=O)C(=O)/C(=C(/O)c2ccc(OC(C)C)c(C)c2)C1c1ccncc1 (stereo not drawn) in BoNT-F LC inh is listed with -3
CC(/C=C/c1ccco1)=N/NC(=O)c1ccc(C)nc1 in UGM FP inh is listed with -0.5
O=C(NCCc1ccccc1)C(=O)c1c(-c2ccccc2)cc2ccccn12 in Mtb FBA inh is listed with -1
CC(C)CCNC(=O)c1ccc2c(Cl)c3c(nc2c1)CCC3 in MazEF act is listed with 1

Single records (already shown). Order of screens: BioA inh | MazEF act | FadD28 binding | GDH-TPI inh | UGM FP inh | DUSP3 inh | Rv3671c protease | CCHFV vOTU inh | Mtb FBA inh | BoNT-F LC inh
Shown for CCc1cccc(CC)c1NC(=O)CN1CCc2cc(OC)c(OC)cc2C1 : 1.8 | x | 1.2 | -3 | 3.0 | 27 | -5 | x | 2 | 11
Shown for COCCCN1C(=O)C(=O)/C(=C(/O)c2ccc(OC(C)C)c(C)c2)C1c1ccncc1 (stereo not drawn) : -0.4 | 0 | -0.6 | 19 | -0.8 | -6 | -15 | -6 | -3 | -3

Further results
Every second line gives: BioA inh	MazEF act	FadD28 binding	GDH-TPI inh	UGM FP inh	DUSP3 inh	Rv3671c protease	CCHFV vOTU inh	Mtb FBA inh	BoNT-F LC inh
- CC1(C)C2CC=C(/C=N/NC(=S)NCCc3ccccc3)C1C2 (stereo not drawn)
    x	-5	-2.8	-2	-1.6	17	-12	-1	-2	6
- CCSc1nc2ccccc2c(=O)n1OCC(=O)OC
    -0.3	1	-2.1	-11	-0.2	-6	0	6	1	-4
- COc1cc(C2C(C#N)=C(N)Oc3cc(C)oc(=O)c32)cc2c1OCO2 (stereo not drawn)
    0.5	-4	-6.4	-4	0.9	8	0	-13	-4	-10
- O=C(N/N=C/C=C/c1ccccc1)c1cccnc1
    19	0	-3.8	25	2.9	30	-3	-3	1	-1
- CN1CCN(S(=O)(=O)c2cccc(C(=O)Oc3cccc(Br)c3)c2)CC1
    1.0	-1	-1.4	0	1.2	x	5	15	-2	u
- CCC(CC)C(=O)N(C)c1c(C)nc2c(OCc3ccc(C#N)cc3)cccn12
    2.5	x	-2.0	-1	x	x	x	3	-1	-2
- CC(C)CNC(=O)CCc1c[nH]c2ccccc12
    2.1	6	0.5	7	4.5	5	2	2	4	-5
- Cc1cnccc1CN(C)Cc1cn(C)nc1-c1cccc(Cl)c1
    1.7	-13	-1.3	3	-0.4	-10	2	-13	-2	-2
- CN(C)c1cccc(C(=O)NCc2ccccc2Cl)c1
    x	-18	-1.2	5	-3.8	6	3	-17	26	-3
- CC1CCCCC1NC(=O)C1CCN(S(=O)(=O)c2cccc3nsnc23)CC1 (stereo not drawn)
    13	7	1.0	4	2.8	40	1	0	0	-8
- O=C(Oc1cccc2c(O)cccc12)c1ccccc1
    0.4	3	-2.6	-4	-2.5	27	3	7	-1	-7
- COc1ccc(Cl)cc1NC(=O)CN(C)CC(=O)Nc1ccccc1-c1ccccc1
    0.2	5	-1.3	1	-1.1	17	-7	16	3	3
- O=C(c1ccncc1)N1N=C2CCCCCC2C1(O)C(F)(F)F (stereo not drawn)
    x	5	-3.3	0	2.9	10	-4	8	-4	1
- CCOc1ccccc1C(=O)OC(C)C(=O)Nc1ccc(S(=O)(=O)N2CCCC2)cc1 (stereo not drawn)
    1.3	2	1.8	-6	-0.9	x	-6	-4	2	-7
- O=C(O)CSc1nnc2n(-c3ccccc3)c(=O)c3ccccc3n12
    -1.2	4	-1.3	5	0.3	31	12	3	5	7
- CC(O)C1CCC2C3CC[C@H]4CC(O)CCC4(C)C3CC3(OCCO3)C12C (stereo partly drawn)
    0.0	4	0.7	8	-0.7	0	-2	-16	-1	6
- O=C(/C=C/c1ccc(OCCCF)cc1)NCc1ccc(Cl)cc1
    -0.4	2	-3.0	-2	-1.3	17	-6	3	-3	-3
- COc1ccc(N2CCN(S(=O)(=O)CCNC(=O)CCCc3ccccc3)CC2)cc1
    x	0	-3.1	5	1.5	x	8	-11	-2	-1
- O=C(NC(=S)NC1CCCc2ccccc21)c1ccco1 (stereo not drawn)
    x	1	-0.7	4	2.2	9	-6	10	11	-9
- COc1cccc(OC)c1OC(=O)/C=C/c1ccc(C)o1
    x	8	-8.2	24	-1.3	12	-6	12	-3	-23
- Cc1nc2ccccc2n1C1CCN(C(=O)Nc2ccccc2)CC1
    0.3	-4	-0.9	4	2.6	27	-6	2	2	0
- COc1ccc(CC(=O)Nc2ccccc2C(=O)N2CCCC2)cc1
    -0.7	6	-0.5	2	-1.1	8	-4	-6	1	-5
- N#Cc1ccccc1OCC(=O)N1CCN(C(=O)c2ccco2)CC1
    -0.8	13	-2.5	-5	-0.8	9	-2	9	3	14
- CCN(CC)S(=O)(=O)c1ccc(N2CCCCC2)c(NC(=O)C2=COCCO2)c1
    -0.9	3	-0.9	4	2.3	x	-3	14	1	-4
- COC(=O)/C(=C\C(=O)c1ccccc1)Nc1ccc(OC)cc1
    x	0	-3.0	10	0.9	-7	12	-10	-1	3
- N/C(=N\N=C/c1ccc(-c2ccc(O)c(C(=O)O)c2)o1)N[N+](=O)[O-]
    2.1	7	12*	58*	0.3	14	-1	20	4	2
- COc1c(C)cc(C(=O)C2CCCN(Cc3cccc(O)c3)C2)cc1C (stereo not drawn)
    3.0	3	-2.9	4	-2.9	-12	5	-9	1	-3
- O=c1[nH]c2ccccc2[n+]([O-])c1-c1ccccc1
    0.0	5	-3.2	6	1.4	22	0	-9	5	0
- N/C(=N\NS(=O)(=O)c1ccccc1)c1ccccn1
    0.0	0	-0.5	6	-1.8	x	-7	-11	1	-12
- CCOC(=O)CC1COCCN1Cc1cn(C)nc1-c1ccccc1F (stereo not drawn)
    x	1	-2.8	0	2.3	12	5	-9	-1	4
- NC(=O)C1CCN(c2nnnn2-c2ccccc2)CC1
    x	1	-1.2	4	0.5	16	7	11	1	-10
- NC(=O)c1ccccc1OCC(=O)NS(=O)(=O)c1ccc(Cl)cc1
    -0.6	-1	-2.9	-11	3.6	9	-2	-1	-3	-6
- CCCCn1c(-c2csc(C(C)C)c2)n[nH]c1=S
    1.3	-6	0.4	8	0.4	-8	-16	13	4	-6
- COc1ncnc2sc3c(c12)CCCC3
    x	8	0.6	-8	-0.7	14	6	-12	1	-4
- COc1cc(C(=O)NCCOC(=O)c2cccc(N(C)C)c2)cc(OC)c1OC
    1.2	7	-1.0	-5	-1.9	12	0	5	-1	-2
- COCCN(C(=O)Cc1csc(-c2cccc(Cl)c2)n1)c1c(N)n(Cc2ccccc2)c(=O)[nH]c1=O
    -0.6	-36	-1.8	2	x	x	x	-8	4	0
- CC(=O)Nc1ccc(CN2CCN(Cc3ccc(F)c(F)c3)C(CCO)C2)cc1 (stereo not drawn)
    x	9	0.2	-4	-2.7	17	0	0	3	-6
- CCOC(=O)C1C(C(=O)OCC)C2C(=O)C3C(C(=O)OCC)C(C(=O)OCC)C3C(=O)C12 (stereo not drawn)
    -0.3	x	-2.0	6	x	x	x	-23	-1	-3
- COc1cc2c(cc1OC)CN(C(=O)NS(=O)(=O)c1ccc(C)cc1)CC2
    0.2	3	1.9	7	0.8	3	1	-20	1	-1
- Nc1nc(-c2cc(Cl)cc(Cl)c2OC(F)F)cs1
    x	6	-1.9	0	0.4	27	4	-9	-1	-1
